GPR55 activation – GPR55 agonists via beta-arrestin recruitment, primary screen, imaging, U2OS cells, beta-arrestin-GFP redistribution (AID 1961); 0.048% of 290,000 active; U2OS GPR55 beta-arrestin-GFP redistribution imaging; higher % means a stronger effect; G-protein coupled receptor 55 (Homo sapiens); activation, % at 10 µM; hits with a dose series show EC50 in µM;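 active = activation above 40% with more than 50 cells counted in the well; inconclusive = wells holding fewer than 50 cells, flagged as toxic or sparse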;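 also: U2OS osteosarcoma cells stably expressing GPR55 and beta-arrestin-GFP; plate controls were DMSO negative control for no effect and LPI positive control for full effect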
Dengue-2 NS5 capping – Dengue-2 NS5 methyltransferase inhibitors, primary screen, biochemical, confirmation dose response (AID 588689). Dengue-2 NS5 methyltransferase capping enzyme assay, biochemical; higher % means a stronger effect. inhibition, % at 25 µM, or IC50 in µM where a hit was titrated. 0.3% of 340,000 active; in the data active = a potency from the dose series; inconclusive = inhibition above about 29% without an active follow-up result
NTR1 agonist – agonists of NTR1, primary screen, imaging, U2OS cells, beta-arrestin-GFP, high content (AID 493036); Neurotensin receptor type 1 (Homo sapiens), P30989; NTR1-U2OS beta-arrestin-GFP spot imaging, agonist mode; 0.17% of 330,000 active; activation, % at 20 µM;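 active = activation at or above 40% of the spot to cytoplasm intensity ratio, with at least 20 cells analyzed; inconclusive = wells under 20 cells, flagged as cytotoxic or low count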;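 also: 0% = DMSO without peptide and 100% = 100 nM NTR1 peptide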
Target sequence (P30989 whole entry, looked up): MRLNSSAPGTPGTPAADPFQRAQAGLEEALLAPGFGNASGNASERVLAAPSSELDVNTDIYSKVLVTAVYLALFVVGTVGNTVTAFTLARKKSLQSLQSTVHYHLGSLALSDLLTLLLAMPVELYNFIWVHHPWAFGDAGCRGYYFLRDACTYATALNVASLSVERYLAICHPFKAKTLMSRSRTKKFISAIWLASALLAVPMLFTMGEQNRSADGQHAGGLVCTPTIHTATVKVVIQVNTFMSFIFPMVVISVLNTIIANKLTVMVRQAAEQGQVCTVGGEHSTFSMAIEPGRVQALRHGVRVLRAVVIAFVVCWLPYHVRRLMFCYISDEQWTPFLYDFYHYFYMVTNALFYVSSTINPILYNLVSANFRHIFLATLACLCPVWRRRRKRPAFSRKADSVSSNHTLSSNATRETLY
GPR35 arrestin U2OS – GPR35 antagonists blocking zaprinast-driven arrestin recruitment, primary screen, imaging, U2OS, beta-arrestin-GFP, zaprinast agonist (AID 2058) | 0.052% of 290,000 active | U2OS GPR35 beta-arrestin-GFP translocation imaging, zaprinast antagonism; higher % means a stronger effect | inhibition, % at 10 µM, or IC50 in µM where a hit was titrated;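 active = inhibition of at least 50% with at least 30 cells and total cytoplasm GFP at most 10,000,000; inconclusive = under 30 cells or total GFP of 10,000,000 plus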
K1F lysis inhibition – inhibition of K1F phage lysis, E. coli UTI89, bacterial capsule biogenesis inhibitors, alamar blue (AID 488966). E. coli UTI89 K1F phage lysis, alamar blue, 2 h; higher % means a stronger effect. inhibition, % at 100 µM, or IC50 in µM where a hit was titrated. 0.02% of 340,000 active;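 active = phage lysis inhibition, versus mean bacterial control, above a set limit; inconclusive = no clear call, values can overlap the other calls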;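 also: capsule biogenesis inhibitors block K1F phage lysis so surviving cells raise fluorescence; higher fluorescence means more inhibition of phage lysis; actives were called in the ten point dose series up to 300 µM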
SIAH1 antagonists – Siah-1 peptide-binding antagonists, primary screen, biochemical, fluorescence polarization, rhodamine-plectin, uHTS (AID 1817) | Siah-1 / rhodamine-plectin peptide fluorescence polarization; higher % means a stronger effect | displacement, % at 20 µM; hits with a dose series show IC50 in µM | 0.02% of 290,000 active;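 active = displacement of at least 50% at 20 µM, with a fluorescence ratio check between 0.3 and a set limit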;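 also: plate controls were Siah plus tracer with DMSO for no effect and tracer alone without Siah for full effect; strong numbers were not always called active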
HIV fusion peptide – inhibitors of HIV fusion peptide binding, primary screen, biochemical, uHTS, fluorescence dequenching (AID 1986); 0.3% of 290,000 active; cell-free peptide binding, fluorescence dequenching, 30 min; higher % means a stronger effect; inhibition, % at 20 µM; hits with a dose series show IC50 in µM; in the data active = inhibition mostly above about 52%, no sharp cut-off; inactive = mostly below about 76%; also: some results filed as inactive read as strong as hits
AID2073 – inhibitors of Mint1-CaV2.2 protein interaction, biochemical, HTRF (AID 2073). 0.19% of 290,000 active. one-dose inhibition, % at 20 µM; IC50 in µM for titrated hits. HTRF protein-protein interaction, Mint1-CaV2.2; higher % means a stronger effect; in the data active = inhibition mostly above about 51%, no sharp cut-off; inconclusive = no clear call, values can overlap the other calls; inactive = mostly below about 53%; also: some results filed as inactive read as strong as hits
GPR55 LPI antagonism – GPR55 antagonists blocking LPI-driven arrestin recruitment, primary screen, imaging, U2OS, beta-arrestin-GFP, LPI agonist (AID 2013). inhibition, % at 10 µM, or IC50 in µM where a hit was titrated. 0.13% of 290,000 active. G-protein coupled receptor 55 (Homo sapiens). U2OS GPR55 beta-arrestin-GFP translocation imaging, LPI antagonism; higher % means a stronger effect;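 active = spots per cell inhibited over 60%, with over 100 cells counted and total cytoplasm intensity under 500,000; inconclusive = wells with under 100 cells, flagged as likely toxic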;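 also: U2OS cells stably carrying GPR55 and arrestin-GFP stimulated by 5 µM LPI near EC80; imaged beta-arrestin-GFP aggregate spots per cell after agonist stimulation; plate controls were LPI-stimulated DMSO wells for no effect and DMSO wells without LPI for full effect; some results filed as inactive read as strong as hits; confirmed hits need IC50 under 10 µM and bright autofluorescent wells are also inconclusive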
NTR1 agonist cell count 20 µM – also measured in NTR1 agonist; calls as there; cell count; measured here: cell count, cytotoxicity flag
Dengue-2 NS5 capping pilot replicate – second read-out of Dengue-2 NS5 capping, no call of its own (marks repeat the call); inhibition, %; measured here: pilot screen replicate inhibition
Starred values were filed as active, the others as inactive; ? = inconclusive; nt = no result given; [ ] = another dose, or the depositor's remark.

SMILES	GPR55 activation	Dengue-2 NS5 capping	NTR1 agonist	NTR1 agonist cell count 20 µM	GPR35 arrestin U2OS	K1F lysis inhibition	SIAH1 antagonists	HIV fusion peptide	AID2073	GPR55 LPI antagonism	others
O=C(NCC(=O)N(Cc1ccco1)C(C(=O)NC1CCCC1)c1ccncc1)c1cccs1 (configuration not stated)	0.3%	1.6%	-5.4	10	-0.9%	2.5%	3.9%	1.8%	12.0%	-1.4%
Cc1ccc(C(=O)NCCc2nnc3ccc(SCC(=O)Nc4cc(C)on4)nn23)cc1	-0.3%	2.3%	1.5	65	0.0%	0.0%	2.6%	1.1%	6.7%	-0.1%
COc1ccc(C(C(=O)NC(C)(C)C)N(C(=O)CNC(=O)c2cccs2)c2ccc(C)cc2)cc1OC (configuration not stated)	0.0%	-0.7%	0.6	48	0.7%	-0.9%	3.8%	1.3%	2.7%	4.6%
Oc1c(C(c2ccco2)N2CCN(C(c3ccccc3)c3ccccc3)CC2)sc2ncnn12 (configuration not stated)	0.6%	-3.5%	15.1	60	-0.3%	-0.3%	-0.4%	3.9%	15.0%	13.9%
NNC(=O)C(Cc1ccc(O)cc1)N1Cc2ccccc2C1=O (configuration not stated)	-0.1%	3.9%	-0.6	100	4.6%	-0.1%	5.1%	-1.4%	3.9%	-2.2%
COc1ccccc1CNS(=O)(=O)c1cccs1	-0.2%	-8.2%	0.1	64	-16.4%	0.5%	-1.5%	1.8%	3.6%	3.8%
CCC(C)c1ccccc1NC(=O)COC(=O)C1=COCCO1 (configuration not stated)	-0.3%	-2.5%	1.5	50	3.7%	-1.1%	-4.0%	-0.5%	-4.5%	-8.0%
COc1ccc(CCNc2oc(-c3ccco3)nc2C#N)cc1	-0.3%	-4.9%	-0.7	40	1.0%	2.9%	1.7%	1.3%	29.9%	7.6%
CC(=O)NCCC(=O)N1CCCC(N(C)CCc2ccccc2)C1 (configuration not stated)	-0.3%	-10.1%	-0.6	62	6.0%	-1.2%	6.1%	1.2%	-4.6%	12.5%
COc1ccccc1CNC(=O)c1ccc2nc3[nH]c4ccccc4c3nc2c1	0.1%	4.5%	6.8	66	-8.0%	-0.2%	0.0%	1.8%	?	-11.8%
COCC(=O)O[C@]1(CCN(C)CCCc2nc3ccccc3[nH]2)CCc2cc(F)ccc2[C@@H]1C(C)C	-0.1%	-2.2%	20.9	39	13.4%	2.7%	3.6%	-2.2%	-2.2%	25.6%
Nc1nc(SCC(=O)Nc2ccc([N+](=O)[O-])cc2)[nH]c(=O)c1NC(=O)c1ccc(Br)o1	0.0%	-5.3%	-0.2	52	3.5%	-0.1%	-0.4%	0.2%	12.9%	-7.7%
CCC(Oc1ccc(C)cc1)C(=O)Nc1ccccc1C(=O)N1CCOCC1 (configuration not stated)	-0.1%	1.9%	-0.6	64	-11.2%	0.1%[50 µM]	3.5%	-0.7%	1.4%	2.8%
Cc1ccc(N=c2c([N+](=O)[O-])nn(-c3ccccc3)n2O)c(C)c1	-0.1%	-3.2%	12.4	55	-6.4%	5.0%	3.5%	0.2%	-15.4%	-8.2%
Cc1nc(NC(=O)COC(=O)C2=NNC(=O)CC2)c(Cl)cc1Cl	1.1%	-17.1%	-0.5	85	2.1%	0.2%	1.9%	-0.8%	7.5%	-10.4%
CCOCCCNC(=S)N1CCCC(c2nc3ccc(C)cc3[nH]2)C1 (configuration not stated)	0.3%	-7.6%	3.3	48	5.0%	1.1%	2.0%	0.0%	-23.5%	14.3%
CCOc1cc(N2CCOCC2)c(OCC)cc1NC(=O)CN1C(=O)C2C3C=CC(C3)C2C1=O (configuration not stated)	-0.2%	-7.9%	2.5	47	8.4%	0.8%	-2.6%	-1.2%	-6.7%	-5.5%
CCCCC(=O)Nc1ncc(S(=O)(=O)c2ccc([N+](=O)[O-])cc2)s1	-0.1%	3.2%	6.1	56	-10.2%	0.1%	4.1%	0.2%	-3.6%	1.7%
CC(C)(C)c1ccc(C(=O)CS(=O)(=O)c2ccccc2)cc1	0.0%	-1.4%	3.4	48	10.6%	-1.0%	0.5%	0.6%	0.0%	-7.6%
O=C(NC(Cc1c[nH]c2ccccc12)C(=O)O)c1ccc(Br)cc1 (configuration not stated)	0.1%	-2.9%	-1.0	49	-6.5%	-1.6%	1.9%	5.1%	-8.0%	-5.1%
CCOc1ccc(-n2c(SCC(=O)NCc3ccco3)nnc2-c2c[nH]c3ccccc23)cc1	-0.3%	-4.8%	3.0	60	1.8%	0.2%	5.1%	2.8%	0.0%	10.7%
COC(=O)COc1ccc(S(=O)(=O)Nc2ccc(C(N)=O)cc2)cc1C	-0.1%	5.6%	0.7	83	-4.5%	2.8%	0.1%	1.3%	-5.1%	18.1%
CN(C)/C=C/C(=O)c1cnc2sccn2c1=O	0.2%	-7.0%	-1.1	30	1.2%	0.7%	3.0%	-0.7%	2.2%	-0.5%
O=C(C1=C(O)C(=O)N(Cc2ccco2)C1c1ccccc1F)c1cccs1 (configuration not stated)	0.2%	-2.7%	1.5	81	-6.8%	0.9%	3.4%	2.9%	13.6%	7.7%
Cc1ccc(-c2cc(C(=O)NCc3ccco3)c3ccccc3n2)o1	-0.1%	17.1%	0.4	53	-2.8%	-0.3%	3.1%	39.0%	23.3%	22.7%
CCN1C(=O)CC(NCc2ccc(S(N)(=O)=O)cc2)C1=O (configuration not stated)	-0.3%	-8.4%	0.8	48	-11.3%	0.3%	-5.3%	1.5%	?	-15.5%
O=C(CCn1c(=O)c2ccccc2n(Cc2ccccc2)c1=O)NCc1ccc2c(c1)OCO2	0.0%	-9.4%	nt	nt	2.8%	0.5%	1.7%	1.4%	9.6%	13.2%
COC(=O)c1ccccc1NC(=S)N1CCN(C2CCCCC2)CC1	-0.6%	-4.6%	1.3	59	3.9%	0.0%	4.2%	1.1%	-20.7%	5.2%
CN(CC(=O)Nc1cc([N+](=O)[O-])ccc1Cl)Cc1ccc(Br)cc1	-0.2%	-2.6%	1.8	70	1.6%	-1.3%[50 µM]	-8.6%	-4.6%	-1.6%	-19.5%
O=C(c1ccccc1NS(=O)(=O)c1ccccc1)N1CCCCCC1	0.2%	-9.7%	-0.1	53	17.0%	-0.8%	1.7%	2.4%	3.1%	6.7%
O=C(O)c1cccc(N2C(=S)N=C(Nc3ccccc3)C23CCCCC3)c1	-0.1%	-3.6%	-1.7	93	-7.2%	0.1%	11.9%	0.1%	-10.0%	-1.0%
CCC(C(=O)NCc1ccco1)N(C(=O)CNS(=O)(=O)c1ccc(F)cc1)c1ccccc1F (configuration not stated)	0.3%	-13.0%	0.8	53	-3.1%	-0.6%	-2.0%	1.7%	4.4%	2.9%
Cc1ccccc1NS(=O)(=O)c1ccc(OCC(=O)NCc2cccnc2)cc1	-0.1%	-1.9%	0.4	55	-6.1%	4.4%[50 µM]	-1.5%	1.1%	-1.1%	-4.0%
O=C(CCSc1ccccc1)Nc1nccs1	-0.2%	-0.7%	0.1	49	6.2%	7.2%	-2.1%	-1.7%	-0.6%	1.5%
Cc1csc(C(C#N)C(=O)c2ccc(S(=O)(=O)N3CCCC3)cc2)n1 (configuration not stated)	-0.1%	4.0%	0.3	62	10.1%	0.9%	0.2%	2.8%	-22.0%	10.6%
COc1ccc(NC(=O)C2C3C=CC(C3)C2C(=O)NCc2ccco2)cc1 (configuration not stated)	-0.1%	-4.1%	0.9	91	9.1%	1.1%	2.0%	2.8%	-9.2%	-0.2%	Dengue-2 NS5 capping pilot replicate=-8.8

Molecules from the list above that contain an aryl thioether with sulfur outside any ring:
SMILES	GPR55 activation	Dengue-2 NS5 capping	NTR1 agonist	NTR1 agonist cell count 20 µM	GPR35 arrestin U2OS	K1F lysis inhibition	SIAH1 antagonists	HIV fusion peptide	AID2073	GPR55 LPI antagonism	others
Cc1ccc(C(=O)NCCc2nnc3ccc(SCC(=O)Nc4cc(C)on4)nn23)cc1	-0.3%	2.3%	1.5	65	0.0%	0.0%	2.6%	1.1%	6.7%	-0.1%
Nc1nc(SCC(=O)Nc2ccc([N+](=O)[O-])cc2)[nH]c(=O)c1NC(=O)c1ccc(Br)o1	0.0%	-5.3%	-0.2	52	3.5%	-0.1%	-0.4%	0.2%	12.9%	-7.7%
CCOc1ccc(-n2c(SCC(=O)NCc3ccco3)nnc2-c2c[nH]c3ccccc23)cc1	-0.3%	-4.8%	3.0	60	1.8%	0.2%	5.1%	2.8%	0.0%	10.7%
O=C(CCSc1ccccc1)Nc1nccs1	-0.2%	-0.7%	0.1	49	6.2%	7.2%	-2.1%	-1.7%	-0.6%	1.5%

(next part)
SMILES	GPR55 activation	Dengue-2 NS5 capping	NTR1 agonist	NTR1 agonist cell count 20 µM	GPR35 arrestin U2OS	K1F lysis inhibition	SIAH1 antagonists	HIV fusion peptide	AID2073	GPR55 LPI antagonism	others
O=C(O)c1cc(NN=C2c3ccccc3-c3ccccc32)ccc1Cl	-0.1%	14.7%	2.2	38	-11.1%	-0.6%	-4.4%	23.7µM*	26.6%	2.9%
COc1ccc2c(c1)c(C(=O)N1CCN(C)CC1)c(C)n2-c1ccccc1	0.0%	-3.2%	-0.1	82	16.6%	0.3%	-3.7%	-1.6%	7.5%	-10.8%
Cc1cc(C)n(CC(O)COCc2ccco2)n1 (configuration not stated)	-0.2%	10.9%	0.4	73	3.9%	0.8%	0.4%	-0.2%	-13.8%	-2.3%
Cc1cccc(CN2CCC(n3nccc3NC(=O)CCCc3ccccc3)CC2)n1	-0.1%	-1.9%	0.9	28	-11.1%	0.1%[50 µM]	3.1%	0.7%	1.0%	3.2%
Cc1ccc(O)c(C(=O)c2cnn(-c3ccc(S(=O)(=O)N4CCOCC4)cc3[N+](=O)[O-])c2)c1	0.0%	0.0%	3.9	63	-15.6%	1.1%[50 µM]	-1.4%	-1.1%	19.6%	15.1%
Cc1ccc(OCC(=O)NC(=S)Nc2ccc(Br)cn2)cc1C	-0.2%	-0.9%	8.6	81	4.1%	0.2%	5.2%	-1.0%	6.9%	-4.0%
COc1cc(C#N)c(NC(=O)CN2CCN(CCO)CC2)cc1OC	-0.3%	-5.2%	-1.4	52	0.6%	0.2%	-1.2%	-0.2%	-7.1%	0.5%
COc1ccccc1NC(=O)CC(=O)Nc1ccccc1OC	-0.2%	-8.6%	-0.6	94	3.1%	0.2%	5.2%	-1.1%	2.2%	-1.8%
